TNAP activation fold: stimulation of alkaline phosphatase TNAP activity – biochemical, luminescent, no phosphate acceptor, uHTS, primary screen (AID 1001); purified TNAP, luminescent activation assay, no phosphate acceptor; higher activation fold means a stronger effect; activation fold at 20 µM; hits with a dose series show EC50 in µM; 200,000 tested, 0.03% active; in the data active = activation fold from about 3, or a potency from the dose series; inactive = the rest, 99 in 100 with activation fold below about 1.6; note: many of its hits are not listed in these tables
Large T inhibition: TAg ATPase/helicase activity blockers – biochemical (AID 1903); SV40 large T antigen ATPase/helicase inhibition assay; higher % means a stronger effect; inhibition, % at 20 µM; hits with a dose series show IC50 in µM; 310,000 tested, 0.39% active; in the data active = a potency from the dose series; inconclusive = inhibition mostly from about 32% at the one dose, without a potency; inactive = the rest, 99 in 100 with inhibition below about 32%; note: strong numbers were not always called active
human PMI inhibitors: human PMI inhibitors, high substrate, primary screen, biochemical, fluorescence intensity, high mannose 6-phosphate (AID 1220). recombinant PMI enzyme, coupled fluorescence intensity; higher % means a stronger effect. one-dose inhibition, % at 20 µM; IC50 in µM for titrated hits. 190,000 tested, 0.66% active
Ins promoter up: MIN6 insulin promoter up-regulation; z-score at 5 µM; AID 1625; 190,000 tested, 0.3% active; MIN6 insulin promoter-GFP reporter, high-content imaging; hits give high values;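 active = z-score above 3 at 5 µM with at least 500 cells counted in the well; inconclusive = wells under 500 cells, flagged as cytotoxic or low count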
Salmonella PhoP GFP: inhibitors of PhoP regulon expression, primary screen, Salmonella Typhimurium, GFP reporter (AID 1863) | S. Typhimurium PhoP-regulated promoter GFP reporter, 4 h; higher % means a stronger effect | inhibition, % at 50 µM; hits with a dose series show IC50 in µM | 300,000 tested, 0.16% active;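 active = inhibition over 29.93%, a cutoff 3 SD above the screen mean, later confirmed by dose response; inconclusive = inhibition over 29.93% but no dose response follow-up; inactive = inhibition at most 29.93% or unconfirmed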;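 note: 0% = low Mg2+ inducing control and 100% = high Mg2+ repressing control; strong numbers were not always called active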
CSM14.1 death rescue: protection against thapsigargin-triggered cell killing – 384-well, CSM14.1, ATP luminescence, primary screen (AID 1222); CSM14.1 thapsigargin-induced death rescue, ATP luminescence; higher % means a stronger effect; cellular ATP content (survival), % at 20 µM; hits with a dose series show EC50 in µM; 190,000 tested, under 10 active;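 active = EC50 below 50 µM in the dose-response confirmation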;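 note: death triggered by thapsigargin at about 15 µM added after 2 h compound pretreatment; cell ATP read after overnight thapsigargin exposure of roughly 18 to 22 hours; normalized against plate controls of thapsigargin alone and 5% DMSO vehicle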
West Nile antiviral: inhibition of WNV-induced cytopathic effect – cell-based, CPE readout (AID 1621) | CPE inhibition, % at 10 µM; hits with a dose series show IC50 in µM | 290,000 tested, 0.02% active | West Nile virus-infected cells, CPE inhibition; higher % means a stronger effect; in the data active = a potency from the dose series; inconclusive = CPE inhibition mostly from about 3.7% at the one dose, without a potency; inactive = the rest, 99 in 100 with CPE inhibition below about 2.2%; note: strong numbers were not always called active
RSV CPE inhibition: inhibition of RSV-induced cytopathic effect – HEp-2 cells, primary 10 µM value included (AID 2391); HEp-2 cells, RSV-induced CPE inhibition; higher % means a stronger effect; CPE inhibition, % at 10 µM, or IC50 in µM where a hit was titrated; 310,000 tested, 0.13% active; in the data active = a potency from the dose series; inconclusive = CPE inhibition mostly from about 23% at the one dose, without a potency; inactive = the rest, 99 in 100 with CPE inhibition below about 21%; note: strong numbers were not always called active
PMI inhibitors: inhibitors of human PMI, primary screen, biochemical, fluorescence intensity, coupled assay (AID 1209). inhibition, % at 20 µM, or IC50 in µM where a hit was titrated. purified PMI enzyme, coupled fluorescence intensity; higher % means a stronger effect. 190,000 tested, 0.42% active;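 note: plate controls were DMSO vehicle for no effect and wells lacking substrate for full effect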
Ins promoter up cell count: further read-out of Ins promoter up, marked with its call; cell count; measured here: cytotoxicity, nuclei count;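 total cells summed across four imaged fields per well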
Starred values were filed as active, the others as inactive. Cut-off read from the data, not from the text of the source, unless noted: active = inhibition above about 50%; inactive = the rest.

A first look:
Results for COc1cc2[nH]c(=S)nc(NCc3ccccc3)c2cc1OC ?
Large T inhibition: 4.0%; Salmonella PhoP GFP: -2.2%; West Nile antiviral: -0.3%; RSV CPE inhibition: 0.7%

How did Cc1nc2scc(C)n2c(=O)c1S(=O)(=O)Nc1ccc(N2CCN(S(C)(=O)=O)CC2)cc1 do in these assays?
Large T inhibition: 13.4%; Salmonella PhoP GFP: 7.1%; West Nile antiviral: 0.2%; RSV CPE inhibition: 2.4%

Results, from the start:
Results for COc1cc2[nH]c(=S)nc(NCc3ccccc3)c2cc1OC ?
Large T inhibition: 4.0%; Salmonella PhoP GFP: -2.2%; West Nile antiviral: -0.3%; RSV CPE inhibition: 0.7%

How did Cc1nc2scc(C)n2c(=O)c1S(=O)(=O)Nc1ccc(N2CCN(S(C)(=O)=O)CC2)cc1 do in these assays?
Large T inhibition: 13.4%; Salmonella PhoP GFP: 7.1%; West Nile antiviral: 0.2%; RSV CPE inhibition: 2.4%

How did O=C(NNC(=O)c1ccc(Br)s1)NC1CCCCC1 do in these assays?
Large T inhibition: 5.0%; Salmonella PhoP GFP: -7.0%; West Nile antiviral: -0.3%; RSV CPE inhibition: 2.8%

Results for C[C@H](NC(=O)N1CCn2c1nc1ccccc12)C(=O)NC1CC1 ?
Large T inhibition: 8.5%; Salmonella PhoP GFP: -1.2%; West Nile antiviral: 0.8%; RSV CPE inhibition: 0.4%

What do the screens show for `BrC(=C\c1ccccc1)/C=N/Nc1ccc2nncn2n1`?
Large T inhibition: 10.0%; Ins promoter up: 0.46; Salmonella PhoP GFP: -6.8%; West Nile antiviral: 0.3%; RSV CPE inhibition: 2.4%; Ins promoter up cell count: 972

What do the screens show for `CN1C(=O)CC(N2CCC(C(N)=O)(N3CCCCC3)CC2)C1=O` (stereo not given)?
TNAP activation fold: 1.1; Large T inhibition: 5.7%; human PMI inhibitors: 5.0%; Ins promoter up: 0.51; Salmonella PhoP GFP: -2.1%; West Nile antiviral: -0.3%; RSV CPE inhibition: 0.4%; PMI inhibitors: 7.8%; Ins promoter up cell count: 1218

What do the screens show for `O=C1CCCN1CCCN1CC(C(=O)N(CCO)Cc2ccccc2)CCC1=O` (stereo not given)?
Large T inhibition: 7.8%; Salmonella PhoP GFP: -6.7%; West Nile antiviral: -0.4%; RSV CPE inhibition: 1.3%

What do the screens show for `O=C(c1cnn2c(C(F)(F)F)cc(-c3ccccc3)nc12)N1CCCc2ccccc21`?
TNAP activation fold: 1; Large T inhibition: 8.9%; human PMI inhibitors: 12.8%; Ins promoter up: -0.47; Salmonella PhoP GFP: -8.7%; CSM14.1 death rescue: 5.1%; West Nile antiviral: 0.5%; RSV CPE inhibition: 0.9%; PMI inhibitors: 12.1%; Ins promoter up cell count: 1257

Results for CC(C)C(NC(=O)c1cccs1)c1nnc(SCC(=O)Nc2nccs2)n1C (stereo not given) ?
TNAP activation fold: 1.1; Large T inhibition: 13.5%; human PMI inhibitors: 11.4%; Ins promoter up: -0.24; Salmonella PhoP GFP: -0.4%; West Nile antiviral: -0.3%; RSV CPE inhibition: 0.5%; PMI inhibitors: 14.8%; Ins promoter up cell count: 1233

Results for N=c1c(C(=O)NCC2CCCO2)cc2c(=O)n3ccccc3nc2n1C1CCCCC1 (stereo not given) ?
Large T inhibition: -14.5%; Salmonella PhoP GFP: -4.2%; West Nile antiviral: -0.1%; RSV CPE inhibition: -0.4%

How did CC(=O)Nc1ccc(NC(=O)CSc2nc3[nH]ncc3c(=O)n2-c2ccccc2)cc1 do in these assays?
Large T inhibition: 3.1%; Salmonella PhoP GFP: -8.2%; West Nile antiviral: 0.5%; RSV CPE inhibition: 0.8%

What do the screens show for `Cc1cccnc1NC(=O)Nc1ccccc1`?
Large T inhibition: 6.8%; Ins promoter up: -0.47; Salmonella PhoP GFP: -2.7%; West Nile antiviral: 0.0%; RSV CPE inhibition: 1.0%; Ins promoter up cell count: 1090

Results for O=C(Nc1ccc(Cc2ccncc2)cc1)c1ccc(Br)o1 ?
TNAP activation fold: 1.2; Large T inhibition: 1.6%; human PMI inhibitors: 3.0%; Ins promoter up: -0.13; Salmonella PhoP GFP: 4.3%; CSM14.1 death rescue: -1.7%; West Nile antiviral: -0.4%; RSV CPE inhibition: 15.5%; PMI inhibitors: 2.5%; Ins promoter up cell count: 1821

What do the screens show for `O=C(NC1CCCCC1)C(c1c(F)cccc1Cl)N(C(=O)c1csnn1)C1CC1` (stereo not given)?
Large T inhibition: 7.9%; Salmonella PhoP GFP: -6.2%; West Nile antiviral: -0.8%; RSV CPE inhibition: 0.8%

How did COc1cc2c(C(=O)OCCN(C)C)c(CSc3ccccc3)n(C)c2cc1Br do in these assays?
TNAP activation fold: 1.1; Large T inhibition: 3.3%; human PMI inhibitors: 0.6%; Ins promoter up: 0.1; Salmonella PhoP GFP: 2.2%; CSM14.1 death rescue: -0.8%; West Nile antiviral: 0.3%; RSV CPE inhibition: -2.9%; PMI inhibitors: 3.3%; Ins promoter up cell count: 1081

Results for Cc1nn(C)c(C)c1CNC(=O)Nc1cccc(Cl)c1C ?
TNAP activation fold: 1.1; Large T inhibition: 6.0%; human PMI inhibitors: -4.2%; Ins promoter up: -0.06; Salmonella PhoP GFP: -9.7%; CSM14.1 death rescue: -6.7%; West Nile antiviral: -0.6%; RSV CPE inhibition: -1.4%; PMI inhibitors: -4.8%; Ins promoter up cell count: 1388

Results for COc1ccc(-n2c(C)c(C(=O)O)c3cc(OC)c4ccccc4c32)cc1 ?
Large T inhibition: 11.3%; Ins promoter up: -0.35; Salmonella PhoP GFP: -12.2%; West Nile antiviral: 0.8%; RSV CPE inhibition: 3.2%; Ins promoter up cell count: 1118

How did O=C1C(Cl)=C(N2CCCC2)C(=O)N1c1ccccc1F do in these assays?
Large T inhibition: 9.7%; Salmonella PhoP GFP: -0.7%; West Nile antiviral: -0.5%; RSV CPE inhibition: 1.1%

What do the screens show for `CC(=O)Nc1ccc(CN2CCc3c([nH]c4ccccc34)C2C(C)(C)C)cc1` (stereo not given)?
Large T inhibition: 6.7%; Salmonella PhoP GFP: 3.0%; West Nile antiviral: -1.3%; RSV CPE inhibition: 3.6%

What do the screens show for `CCNc1ccc(Br)cc(C(=O)/C=C/c2ccc(Cl)cc2Cl)c1=O`?
TNAP activation fold: 0.8; Large T inhibition: 46.0%; human PMI inhibitors: -32.9%; Ins promoter up: inconclusive; Salmonella PhoP GFP: -5.8%; CSM14.1 death rescue: 0.9%; West Nile antiviral: 0.5%; RSV CPE inhibition: -3.5%; PMI inhibitors: -10.4%

Results for CCOc1ccc(CCNC(=O)CSc2cc(=O)n(C)c3ccc(Cl)cc23)cc1OCC ?
TNAP activation fold: 1.1; Large T inhibition: -1.6%; human PMI inhibitors: -8.6%; Ins promoter up: -0.09; Salmonella PhoP GFP: -3.1%; CSM14.1 death rescue: 7.4%; West Nile antiviral: -0.4%; RSV CPE inhibition: 12.9%; PMI inhibitors: 5.1%; Ins promoter up cell count: 1430

How did C=CCOc1ccc(Br)cc1CNCCO do in these assays?
TNAP activation fold: 1; Large T inhibition: 2.9%; human PMI inhibitors: 5.7%; Ins promoter up: 1.15; Salmonella PhoP GFP: -2.6%; CSM14.1 death rescue: -1.9%; West Nile antiviral: 0.1%; RSV CPE inhibition: -0.8%; PMI inhibitors: 0.8%; Ins promoter up cell count: 1538

What do the screens show for `O=C(NCc1cn2ccsc2n1)c1cccc(C(F)(F)F)c1`?
TNAP activation fold: 1.2; Large T inhibition: 13.4%; human PMI inhibitors: -12.0%; Ins promoter up: -0.74; Salmonella PhoP GFP: 7.9%; CSM14.1 death rescue: -0.9%; West Nile antiviral: -0.2%; RSV CPE inhibition: 1.3%; PMI inhibitors: -8.2%; Ins promoter up cell count: 908

How did CCOC(=O)CSc1nnc(CSc2nc3ccccc3c(=O)[nH]2)n1-c1ccccc1 do in these assays?
TNAP activation fold: 1.1; Large T inhibition: 6.9%; human PMI inhibitors: -3.0%; Ins promoter up: 0.23; Salmonella PhoP GFP: -3.7%; CSM14.1 death rescue: -4.1%; West Nile antiviral: 0.2%; RSV CPE inhibition: 1.3%; PMI inhibitors: -2.1%; Ins promoter up cell count: 1166

Results for CCS(=O)(=O)Nc1c(C)n(C)n(-c2ccccc2)c1=O ?
TNAP activation fold: 1.1; Large T inhibition: 14.5%; human PMI inhibitors: 2.9%; Salmonella PhoP GFP: -5.8%; CSM14.1 death rescue: -0.4%; West Nile antiviral: 0.1%; RSV CPE inhibition: -0.5%; PMI inhibitors: 7.2%

Results for COc1cccc(CN(C)CC(=O)Nc2cccc(C(F)(F)F)c2)c1OC ?
TNAP activation fold: 1; Large T inhibition: 6.9%; human PMI inhibitors: 2.0%; Ins promoter up: 1; Salmonella PhoP GFP: -6.8%; West Nile antiviral: -0.9%; RSV CPE inhibition: 8.0%; PMI inhibitors: -0.8%; Ins promoter up cell count: 1139

How did CN(Cc1nccn1C)C(=O)CC1C(=O)NCCN1Cc1ccccc1C(F)(F)F (stereo not given) do in these assays?
TNAP activation fold: 1.1; Large T inhibition: 9.7%; human PMI inhibitors: 0.5%; Ins promoter up: 0.73; Salmonella PhoP GFP: 12.4%; CSM14.1 death rescue: 1.0%; West Nile antiviral: -0.4%; RSV CPE inhibition: -0.4%; PMI inhibitors: -8.5%; Ins promoter up cell count: 1361

Results for Cc1cc(C)cc(NC(=O)CCc2nc3ccccc3[nH]2)c1 ?
TNAP activation fold: 1.1; Large T inhibition: -2.8%; human PMI inhibitors: -3.7%; Salmonella PhoP GFP: 10.4%; CSM14.1 death rescue: -4.2%; West Nile antiviral: -0.2%; RSV CPE inhibition: 1.1%; PMI inhibitors: -1.5%

What do the screens show for `CCCCC#Cc1ccc(C(=O)NNC(=O)Nc2ccccc2)o1`?
Large T inhibition: 15.5%; Ins promoter up: 0.01; Salmonella PhoP GFP: -2.5%; West Nile antiviral: 0.1%; Ins promoter up cell count: 1479

Results for CCNc1nc(NCC)nc(N/N=C/c2ccc(N(C)C)cc2)n1 ?
TNAP activation fold: 1.2; Large T inhibition: 33.2%; human PMI inhibitors: -7.3%; Ins promoter up: 0; Salmonella PhoP GFP: 9.9%; CSM14.1 death rescue: -1.2%; West Nile antiviral: 0.1%; RSV CPE inhibition: 1.5%; PMI inhibitors: -12.9%; Ins promoter up cell count: 849

How did CCS(=O)(=O)Nc1cccc(-c2ccc3nnc(C)n3n2)c1 do in these assays?
TNAP activation fold: 1.2; Large T inhibition: 10.4%; human PMI inhibitors: -8.4%; Ins promoter up: -0.44; Salmonella PhoP GFP: 4.3%; CSM14.1 death rescue: 0.8%; West Nile antiviral: 0.1%; RSV CPE inhibition: -0.1%; PMI inhibitors: -20.6%; Ins promoter up cell count: 1343

Results for CCc1nnc(NC(=O)c2ccc3ccccc3n2)s1 ?
TNAP activation fold: 2; Large T inhibition: 26.2%; human PMI inhibitors: 3.3%; Ins promoter up: 1.08; Salmonella PhoP GFP: 4.6%; CSM14.1 death rescue: -0.3%; West Nile antiviral: -0.7%; RSV CPE inhibition: 2.7%; PMI inhibitors: 2.5%; Ins promoter up cell count: 1207
